Tau fibril ThT – tau fibrillization inhibition (ThT binding) | recombinant tau K18 P301L, heparin-induced fibrillization, ThT fluorescence | Potency, µM (series often up to 57.4 µM), for inactives: top-dose activity, negative = inhibition, usual class: inhibitors | AID 1460 | 270,000 tested, 2.1% active; also: % is scaled to controls: 0 for no effect and ±100 for the full control effect; nearly all actives have a fitted effect of over 55% in size
Target sequence (P10636 561-689 P618L limits assumed): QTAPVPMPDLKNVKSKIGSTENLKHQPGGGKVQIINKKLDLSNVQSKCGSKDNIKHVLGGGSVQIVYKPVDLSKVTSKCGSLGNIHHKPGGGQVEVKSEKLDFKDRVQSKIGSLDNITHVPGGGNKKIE
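Aggregation was driven by heparin (20 uM final) acting on recombinant tau […] bearing P301L in 100 mM sodium acetate pH 7; fibrils were detected with Thioflavin T.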
Tau fluor cs – counter-screen for tau fibril formation inhibitors; 280,000 tested, 0.93% active; tau K18 P301L Alexa594 fluorescence, heparin fibrillization; Potency, µM (titrated, usually from 57.7 µM), for inactives: at the highest dose activity change, negative = decrease; AID 1463; also: % is scaled to controls: 0 for no effect and ±100 for the full control effect; nearly all actives have a fitted effect of over 55% in size
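Human tau K18 P301L (15 uM unlabeled, 0.24 uM Alexa 594-labeled) in 100 mM sodium acetate pH 7 with 20 uM heparin, 6 hr at 37 C. ThT 30 uM added, 1 hr ambient; Alexa 594 FP and total fluorescence read at 555/632 nm.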
HTT cytoprotect – cytoprotection in Huntington HTT-Q103 PC12 cell model; PC12 HTT-Q103 induced, cytoprotection, ATP luminescence, 40 h; Potency, µM (doses to about 56.4 µM), inactives show cytoprotection (ATP increase), hits mostly activators; 230,000 tested, 0.14% active; AID 1471;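 also: % of control where 0% means no effect; nearly all actives have a fitted effect of over 45% in size; toxic huntingtin expression switched on by the ecdysone agonist tebufenozide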
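Cells were plated at 1500 per well in phenol red-free DMEM with 5% equine and 5% calf serum. Tebufenozide (100 nM final) and compounds were added, then ATPlite reagent, and luminescence was read.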
Tau fibril FP – inhibitors of human tau fibril formation; K18 P301L tau heparin fibrillization, Alexa594 FP, 6 h; 280,000 tested, 0.39% active; Potency, µM (doses to about 57.7 µM), for the others: top-dose activity, negative = inhibition, usual class: inhibitors; AID 1468; P10636; also: % is scaled to controls: 0 for no effect and ±100 for the full control effect; nearly all actives have a fitted effect of over 55% in size
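K18 P301L tau (15 uM unlabeled/0.24 uM Alexa 594-labeled, final) + compound + heparin 20 uM final; 100 mM NaOAc pH 7; 6 hr 37 C; ThT 30 uM final added, 1 hr RT; FP ex 555/em 632 nm.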
aGlu spleen mod – inhibitors or activators of human alpha-glucosidase in spleen homogenate. human spleen homogenate, 4-MU-alpha-glucoside fluorescence. Potency, µM (doses to about 79.9 µM), for inactives: top-dose activity change, negative = inhibition, usual class: inhibitors. 240,000 tested, 0.006% active;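 also: 0% = enzyme with vehicle and -100% = no enzyme basal signal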
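Human spleen homogenate (1 ug) incubated with compounds and 1 mM 4-methylumbelliferyl-alpha-D-glucopyranoside in pH 5.0 citrate/phosphate buffer, 37 C, 40 min. Stopped at pH 10; 4-MU fluorescence (Ex 365/Em 440 nm); AC50 by Hill fit.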
GAA glycogen – alters human alpha-glucosidase cleavage of glycogen; P10253; recombinant GAA, glycogen substrate, Amplex Red glucose oxidase fluorescence; Potency, µM (doses to about 76.4 µM), for inactives: top-dose activity change, negative = inhibition, usual class: inhibitors; 300,000 tested, 0.38% active; AID 2100;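 also: 0% = full enzyme reaction and -100% = no-enzyme basal signal; the screen sought inhibitors and activators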
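Natural-substrate format: glycogen cleavage by 4 nM human enzyme, glucose read by Amplex Red coupling (Ex 573, Em 610 nm). Normalized to enzyme and no-enzyme controls.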
GAA inh – alpha-glucosidase (human) inhibition. P10253. purified human GAA, 4-MU-alpha-glucoside fluorescence. Potency, µM (series often up to 76.9 µM), inactives show at the top dose activity change, negative = inhibition, usual class: inhibitors. 200,000 tested, 0.005% active. AID 1466;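 also: plate controls were uninhibited enzyme wells for no effect and no-enzyme background for full effect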
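Fluorescence at Ex 365/Em 440 nm from 4-methylumbelliferone reported enzyme activity after 20 min at room temperature. Reactions used 4 nM enzyme and 400 uM substrate at pH 5.0; curves fitted with the Hill equation.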
aGal spleen mod – inhibitors or activators of human alpha-galactosidase in spleen homogenate; human spleen homogenate, 4MU-alpha-Gal fluorescence, 40 min; 240,000 tested, 0.008% active; AID 2107; Potency, µM (top dose mostly 80 µM), for the others: top-dose activity change, negative = inhibition, usual class: inhibitors; P06280;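 also: 0% = enzyme with vehicle and -100% = no enzyme basal signal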
Target sequence (P06280 32-429 limits assumed): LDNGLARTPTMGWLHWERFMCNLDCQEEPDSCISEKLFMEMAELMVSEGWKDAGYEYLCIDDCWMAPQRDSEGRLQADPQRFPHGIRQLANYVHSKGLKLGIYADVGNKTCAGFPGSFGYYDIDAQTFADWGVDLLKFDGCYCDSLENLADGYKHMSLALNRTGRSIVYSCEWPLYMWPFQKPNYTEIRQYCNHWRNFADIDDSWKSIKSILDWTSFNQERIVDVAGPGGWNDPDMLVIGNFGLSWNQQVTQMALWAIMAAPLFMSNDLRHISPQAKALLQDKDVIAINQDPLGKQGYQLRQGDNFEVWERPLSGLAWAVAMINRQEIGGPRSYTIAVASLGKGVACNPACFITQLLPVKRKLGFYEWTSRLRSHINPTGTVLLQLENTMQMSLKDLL
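Human spleen homogenate (1 ug) was the enzyme source, with 4-methylumbelliferyl-alpha-D-galactopyranoside (1 mM final) in pH 5.0 citrate buffer with 0.01% Tween-20. Compounds were titrated; after 40 min at 37C, NaOH/glycine stop, 4-MU fluorescence read; AC50 from Hill fits.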
The depositor's hits bear a star; ? = inconclusive; / = no result given; [ ] = another dose, or the depositor's remark. Calls follow the shape of the dose curve; as a rule, active = well fitted curve in the direction sought with a large enough effect; inconclusive = small, poorly fitted or top-dose-only effect, or another doubt; inactive = no such curve, though single readings can be large; an effect the other way counts as inactive or inconclusive. Potency is read from the fitted curve at half-maximal effect. An unsorted share of the library; about 3.3% have a hit in one of these screens.

SMILES | Tau fibril ThT | Tau fluor cs | HTT cytoprotect | Tau fibril FP | aGlu spleen mod | GAA glycogen | GAA inh | aGal spleen mod
Fc1cccc(C2CCCCN2Cc2nc(C3CC3)no2)c1 (stereo not drawn) | -12% | -16% | -5%[10 µM] | -4% | 1% | 8% | 13% | -5%
COC(=O)c1ccc(Oc2nc(NC(C)C)nc(SC)n2)cc1 | -6% | -6% | -6% | -3% | -6% | -8% | -8% | -4%
CCOC(=O)CCn1c(=S)n(CCC(=O)OCC)c2ccccc21 | / | -6% | 2%[10 µM] | -3% | -7% | -5% | / | -7%
Nc1ccc(C(=O)OCC(=O)N2CCN(C(=O)c3ccco3)CC2)cc1[N+](=O)[O-] | -19% | -3% | 13%[1.9 µM] | 0% | -5% | -6% | -2% | 5%
CC(=O)Nc1ccc(S(=O)(=O)NCC(=O)OCC(=O)N2CCN(c3ccccc3)CC2)cc1 | ? | -4% | -2%[10 µM] | 1% | -3% | 7% | -4% | 0%
COc1ccc(/C=C/c2noc(-c3ccccc3O)n2)cc1 | 4% | 7% | 3%[10 µM] | 8% | 1% | 11% | 9% | -1%
CNC(=S)NNc1nc(N2CCOCC2)nc(N2CCOCC2)n1 | -7% | 0% | 10%[10 µM] | -7% | 7% | 7.9µM* | -5% | -1%
C=CCNCCCCOc1ccc(Br)cc1C | -4% | -4% | / | 11% | -3% | -4% | -1% | -3%
COc1cc(OC)nc(NC(=O)C(C)C)n1 | -1% | 5% | -12% | 4% | 0% | 0% | -3%[15.4 µM] | 4%
CN(C(=O)COC(=O)c1ccc2ccccc2n1)C1CCS(=O)(=O)C1 (stereo not drawn) | 8% | 10% | 3%[10 µM] | -4% | 7% | 25% | 1% | 5%
CC(NC(=O)CCc1nnc(Cc2cccc(C(F)(F)F)c2)o1)C1CC1 (stereo not drawn) | -5% | -6% | ? | 1% | -1% | 6% | 6% | -2%
CCS(=O)(=O)c1ncc(Cl)c(C(=O)N(Cc2ccccc2)c2ccc(OC)cc2)n1 | ? | -14% | / | -14% | / | -8%[76.3 µM] | / | /
Cc1no[n+]([O-])c1COc1cccc(/C=N/Nc2nncn2N)c1 | ? | -23% | 4%[10 µM] | ? | -10% | ? | 3%[15.4 µM] | 4%
Cc1ncsc1CCOC(=O)c1ccc(N2CCOCC2)c([N+](=O)[O-])c1 | ? | -14% | -27% | 1% | -2% | -9% | ? | 1%
O=C(c1cn(-c2ccccc2)nc1-c1ccc(Br)cc1)N1CCOCC1 | 2% | -6% | / | -3% | -5% | 4% | 0% | -15%
Cc1ccc(NC(=O)c2cnn(-c3ccccc3)c2NC(=O)c2ccco2)cc1C | ? | ? | -27% | -10% | -4% | -9% | -4% | -5%
CCCC1CCc2c(sc(NC(=O)c3cccs3)c2C(N)=O)C1 (stereo not drawn) | -9% | -28% | -3% | -15% | -3% | -2% | 11% | 4%
O=C(c1ccccn1)N(Cc1ccco1)C1(C(=O)NC2CCCCC2)CCCCC1 | -7% | 1% | 2% | 11% | -1% | 7% | -7% | -1%
CC(Sc1nnnn1C)C(=O)Nc1ccc2c(c1)OCCO2 (stereo not drawn) | -1% | -4% | -13% | 1% | 7% | -27% | -7% | -2%
O=C(Nc1ccc(F)cc1)Nc1nnc(-c2ccco2)s1 | 4% | -13% | -27% | -1% | 2% | 5% | 15% | 7%
O=C(COC(=O)/C=C/c1ccccc1[N+](=O)[O-])NC1CCS(=O)(=O)C1 (stereo not drawn) | -6% | -5% | 1%[10 µM] | -1% | -12% | 4% | -2% | -10%
CCC(=O)Nc1ccc(-c2ccc(NC(=O)CC)c(OC)c2)cc1OC | -13% | -10% | -17% | -4% | 4% | -3% | -1% | 5%
O=C(N/N=C\c1cccs1)c1sccc1-n1cccc1 | -4% | -12% | -62%[inhibitor] | 11% | / | -1% | -4% | 4%
O=C(c1cc(Cl)cc(Cl)c1)N1CCC(=O)N(C(COCc2ccccc2)Cc2ccccc2)CC1 (stereo not drawn) | ? | -9% | / | 7% | 4% | -17% | ? | 0%
C=CCOc1ccc(S(C)(=O)=O)cc1 | 3% | 6% | 13%[10 µM] | -1% | 4% | -18% | / | 8%
New compounds follow
SMILES | Tau fibril ThT | Tau fluor cs | HTT cytoprotect | Tau fibril FP | aGlu spleen mod | GAA glycogen | GAA inh | aGal spleen mod
C[C@]12CC[C@@H]3c4ccc(O)cc4CC[C@H]3[C@@H]1C[C@@H](O)[C@@H]2O[C@@H]1O[C@H](C(=O)O)[C@@H](O)[C@H](O)[C@H]1O | -15% | -8% | / | 9% | 0% | -3% | 1%[15.4 µM] | -10%
COc1ccccc1OCC(=O)N1CCNC1=O | 2% | 0% | -9% | 7% | 1% | 4% | 4% | 5%
O=C(CN1NS(=O)(=O)c2ccccc2C1=O)Nc1ccccc1OC(F)F | -15% | -14% | 4% | ? | -2% | 1% | 1% | -5%
O=S(=O)(CCN1CCSCC1)c1ccccc1 | -11% | -11% | 3%[10 µM] | 0% | -5% | 2% | / | 10%
CCOc1ccc(-c2cc3c(=O)n(Cc4nc(-c5ccc(OC)cc5OC)oc4C)ccn3n2)cc1Cl | -8% | -25% | / | -11% | / | -11%[76.3 µM] | / | /
COc1ccc(CCNC(=O)Cn2cccc2C(=O)c2ccccc2C)cc1OC | -9% | -8% | -3%[10 µM] | 0% | 0% | -5% | 1% | -4%
CC1CN(c2c(F)c(N)c3c(=O)c(C(=O)O)cn(C4CC4)c3c2F)CC(C)N1 (stereo not drawn) | -8% | -7% | ? | 0% | -5% | / | / | -6%
O=C1CC(C(F)(F)C(F)(F)C(F)(F)F)=Nc2ccccc2N1 | -3% | 0% | 9%[1.9 µM] | -7% | 0% | 4% | -6% | 4%
CCOC(=O)N1CCC(N(CCN(C)C)C(=S)Nc2ccc(F)c(Cl)c2)CC1 | -15% | -16% | -8% | -5% | 2% | 6% | -9% | 4%
O=C(NCc1ccco1)c1cc(-c2ccccc2)c(N2CCOCC2)s1 | ? | ? | -12% | 9% | 8% | 4% | -12% | 6%
O=C1[C@@H]2[C@H](C(=O)N1O)[C@H]1C=C[C@@H]2C1 | -18% | -5% | 0% | 6% | 1% | 7% | -6% | 0%
Cc1cc(=O)[nH]c(-n2nc(C)cc2C)n1 | -16% | -2% | -11%[0.074 µM] | 2% | 0% | -3% | -4% | 0%
CSc1nnc(NC(=O)c2cc(=O)c3cc(C)cc(C)c3o2)s1 | ? | -6% | 4%[10 µM] | 8% | -4% | 5% | / | -12%
c1cncc(-c2nnc3n2CCC3)c1 | -5% | 3% | 17% | 2% | -7% | -4% | -9% | -2%
CCC(C)OC(=O)c1[nH]c2c(c1C)C(=O)CC(c1ccc(N(C)C)cc1)C2 (stereo not drawn) | ? | ? | -10% | 7% | -14% | -13% | ? | -7%
CC(Oc1ccc(F)cc1)C(=O)N1CCC(c2nc3ccccc3s2)CC1 (stereo not drawn) | -5% | -3% | / | 7% | / | -12%[76.3 µM] | / | /
Cc1c(/C=N/NC(=O)c2sc3ccccc3c2Cl)cnn1C | ? | -13% | -23% | 0% | 0% | -16% | 1% | -7%
Cc1cccc(C)c1NC(=O)CSc1nc(C)c(CC(=O)c2ccc(Br)cc2)c(C)c1C#N | 2% | 4% | -33% | 5% | -3% | 4% | 0% | -3%
O=C(COc1cccc2c1CCN(Cc1ccccc1F)C2=O)N1CCOCC1 | -3% | -4% | -28% | -7% | -1% | -1% | 4% | 3%
O=C(c1ccccc1)N1CCCCC(Sc2nnnn2-c2ccccc2)C1=O (stereo not drawn) | -4% | -10% | -2%[10 µM] | -2% | 3% | -5% | 0% | -4%
Cc1noc(C)c1COc1ccc(C(=O)OCC(=O)Nc2ccc3ccccc3c2)cc1 | -10% | ? | 0% | ? | -1% | -17% | -3% | 2%
Cc1cc(=O)n2[nH]c(C)c(-c3ccc(Cl)cc3)c2n1 | -11% | -11% | -33% | -3% | -8% | 2% | -3% | -3%
Cc1ccc(NC(=O)N2CCCC2C(=O)NCCC2=CCCCC2)cc1 (stereo not drawn) | -8% | -4% | -19%[10 µM] | 3% | 4% | -4% | 2% | 9%
CCOC(=O)c1sc(NC(NC(=O)c2ccco2)(C(=O)OC)C(F)(F)F)nc1C (stereo not drawn) | ? | -20% | -11% | -11% | 6% | 2% | -7% | ?
O=C(CNC(=O)c1ccccc1O)N/N=C/c1cc(Br)ccc1OC(=O)/C=C/c1ccco1 | -8% | ? | -172%[inhibitor] | ? | 2% | -11% | -27% | -3%
Cc1ccn(Cc2n[nH]c(=S)n2Cc2ccccc2)n1 | -12% | -10% | -7% | -14% | -4% | 0% | 1% | 0%

A section from the list above:
SMILES | Tau fibril ThT | Tau fluor cs | HTT cytoprotect | Tau fibril FP | aGlu spleen mod | GAA glycogen | GAA inh | aGal spleen mod
O=C(c1ccccc1)N1CCCCC(Sc2nnnn2-c2ccccc2)C1=O (stereo not drawn) | -4% | -10% | -2%[10 µM] | -2% | 3% | -5% | 0% | -4%
Cc1noc(C)c1COc1ccc(C(=O)OCC(=O)Nc2ccc3ccccc3c2)cc1 | -10% | ? | 0% | ? | -1% | -17% | -3% | 2%
Cc1cc(=O)n2[nH]c(C)c(-c3ccc(Cl)cc3)c2n1 | -11% | -11% | -33% | -3% | -8% | 2% | -3% | -3%
Cc1ccc(NC(=O)N2CCCC2C(=O)NCCC2=CCCCC2)cc1 (stereo not drawn) | -8% | -4% | -19%[10 µM] | 3% | 4% | -4% | 2% | 9%
CCOC(=O)c1sc(NC(NC(=O)c2ccco2)(C(=O)OC)C(F)(F)F)nc1C (stereo not drawn) | ? | -20% | -11% | -11% | 6% | 2% | -7% | ?
O=C(CNC(=O)c1ccccc1O)N/N=C/c1cc(Br)ccc1OC(=O)/C=C/c1ccco1 | -8% | ? | -172%[inhibitor] | ? | 2% | -11% | -27% | -3%
Cc1ccn(Cc2n[nH]c(=S)n2Cc2ccccc2)n1 | -12% | -10% | -7% | -14% | -4% | 0% | 1% | 0%

Compound activity from PubChem BioAssay.
